Screening results deposited in PubChem BioAssay by several laboratories.
PhoP inhibition = inhibitors of PhoP regulon expression, primary screen, Salmonella Typhimurium, GFP reporter (AID 1863); S. Typhimurium PhoP-regulated promoter GFP reporter, 4 h; higher % means a stronger effect; one-dose inhibition, % at 50 µM; IC50 in µM for titrated hits; 300,000 compounds, 0.16% hits;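 active = inhibition over 29.93%, a cutoff 3 SD above the screen mean, later confirmed by dose response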;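 note: 0% = low Mg2+ inducing control and 100% = high Mg2+ repressing control; strong numbers were not always called active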
K1F lysis inhibition = inhibition of K1F phage lysis, E. coli UTI89, bacterial capsule biogenesis inhibitors, alamar blue (AID 488966). inhibition, % at 100 µM; hits with a dose series show IC50 in µM. E. coli UTI89 K1F phage lysis, alamar blue, 2 h; higher % means a stronger effect. 340,000 compounds, 0.02% hits;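 active = phage lysis inhibition, versus mean bacterial control, above a set limit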;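 note: capsule biogenesis inhibitors block K1F phage lysis so surviving cells raise fluorescence; higher fluorescence means more inhibition of phage lysis; actives were called in the ten point dose series up to 300 µM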
Dengue-2 NS5 capping = flavivirus cap methylation enzyme inhibition – biochemical, confirmation dose response, primary screen (AID 588689) | Dengue-2 NS5 methyltransferase capping enzyme assay, biochemical; higher % means a stronger effect | inhibition, % at 25 µM; hits with a dose series show IC50 in µM | 340,000 compounds, 0.3% hits; in the data active = a potency from the dose series
GPR35 arrestin U2OS = inhibition of zaprinast-stimulated GPR35 beta-arrestin translocation – imaging, U2OS, beta-arrestin-GFP, zaprinast agonist, primary screen (AID 2058); U2OS GPR35 beta-arrestin-GFP translocation imaging, zaprinast antagonism; higher % means a stronger effect; inhibition, % at 10 µM, or IC50 in µM where a hit was titrated; 290,000 compounds, 0.052% hits;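 active = inhibition of at least 50% with at least 30 cells and total cytoplasm GFP at most 10,000,000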
HIV peptide binding = inhibitors of HIV fusion peptide binding, primary screen, biochemical, uHTS, fluorescence dequenching (AID 1986); cell-free peptide binding, fluorescence dequenching, 30 min; higher % means a stronger effect; one-dose inhibition, % at 20 µM; IC50 in µM for titrated hits; 290,000 compounds, 0.3% hits; in the data active = inhibition mostly above about 52%, no sharp cut-off; inactive = mostly below about 76%; note: some results filed as inactive read as strong as hits
SV40 large T antigen = TAg ATPase/helicase activity blockers – biochemical (AID 1903); SV40 large T antigen ATPase/helicase inhibition assay; higher % means a stronger effect; one-dose inhibition, % at 20 µM; IC50 in µM for titrated hits; 310,000 compounds, 0.39% hits; in the data active = a potency from the dose series; note: strong numbers were not always called active
MgcRacGAP inhibition = MgcRacGAP GTPase-activating activity inhibitors, confirmation, biochemical, ADP Hunter fluorescence | MgcRacGAP-stimulated Rac1 GTP hydrolysis, ADP Hunter fluorescence; higher % means a stronger effect; GST-tagged Rac1 F28L mutant substrate | inhibition, % at 30 µM, or IC50 in µM where a hit was titrated | 340,000 compounds, 0.6% hits | AID 624330;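 active = first-screen hits whose inhibition reached a set limit at any dose in the follow-up dose series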;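 note: fluorescence reports GDP produced by GAP-driven GTP hydrolysis; strong numbers were not always called active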
RSV antiviral HEp-2 = inhibition of RSV-induced cytopathic effect – HEp-2 cells, primary 10 µM value included (AID 2391). HEp-2 cells, RSV-induced CPE inhibition; higher % means a stronger effect. CPE inhibition, % at 10 µM, or IC50 in µM where a hit was titrated. 310,000 compounds, 0.13% hits; in the data active = a potency from the dose series; note: strong numbers were not always called active
GPR55 antagonists = GPR55 antagonists blocking LPI-driven arrestin recruitment, primary screen, imaging, U2OS, beta-arrestin-GFP, LPI agonist (AID 2013) | U2OS GPR55 beta-arrestin-GFP translocation imaging, LPI antagonism; higher % means a stronger effect | inhibition, % at 10 µM, or IC50 in µM where a hit was titrated | 290,000 compounds, 0.13% hits;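 active = spots per cell inhibited over 60%, with over 100 cells counted and total cytoplasm intensity under 500,000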;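 note: U2OS cells stably carrying GPR55 and arrestin-GFP stimulated by 5 µM LPI near EC80; imaged beta-arrestin-GFP aggregate spots per cell after agonist stimulation; plate controls were LPI-stimulated DMSO wells for no effect and DMSO wells without LPI for full effect; some results filed as inactive read as strong as hits; confirmed hits need IC50 under 10 µM and bright autofluorescent wells are also inconclusive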
Dengue-2 NS5 capping pilot replicate = further read-out of Dengue-2 NS5 capping, marked with its call; inhibition, %; measured here: pilot screen replicate inhibition
Numbers without * were called inactive; . = no result given; [ ] = dose if it differs, or a comment. This is a random part of the collection (roughly 1.5% active in at least one column).

SMILES	PhoP inhibition	K1F lysis inhibition	Dengue-2 NS5 capping	GPR35 arrestin U2OS	HIV peptide binding	SV40 large T antigen	MgcRacGAP inhibition	RSV antiviral HEp-2	GPR55 antagonists	others
COc1ccccc1OCCC(=O)O	3.4%	0.5%	2.3%	16.2%	-0.2%	27.1%	0.0%	2.7%	-0.4%
Cc1csc(=Nc2ccccc2)n1C	8.9%	0.2%	-3.6%	-26.6%	0.0%	8.4%	11.5%	0.5%	-18.6%
O=C(CN(Cc1ccc(F)cc1)C(=O)CCC(=O)Nc1nccs1)NCC1CCCO1 (configuration not stated)	-0.5%	-0.1%	-1.6%	17.5%	0.5%	3.8%	-3.8%	1.2%	5.7%
O=C(Nc1ccc(Br)cc1F)C1CCCO1 (configuration not stated)	4.2%	0.1%	0.8%	2.1%	1.0%	-2.5%	7.6%	0.6%	-12.0%
O=C(CNC(=O)c1ccco1)NCC(=O)OCc1cccc(Cl)c1	6.0%	-3.7%	-1.5%	6.4%	6.1%	-1.8%	-11.7%	0.0%	34.9%
O=C(O)c1ccccc1CSc1ncccc1C(=O)O	-2.1%	0.3%	-1.5%	1.7%	-0.4%	19.9%	5.0%	1.0%	-12.0%
O=[N+]([O-])c1cccc2c(Cl)ccnc12	-15.0%	0.0%	4.6%	5.6%	-0.5%	15.1%	6.2%	10.5%	6.0%
O=C(CN1CCCCC1)N/N=C/c1cc2ccccc2nc1Cl	2.5%	1.7%	-0.8%	-12.3%	-1.6%	23.3%	8.4%	-2.0%	1.1%
O=C(NCCC1=CCCCC1)c1ccc2c(c1)N(Cc1ccccc1)C(=O)CS2	6.9%	-0.1%	-0.8%	0.7%	1.4%	-0.6%	9.3%	8.9%	2.4%
CC(Sc1n[nH]c(N)n1)C(=O)C12CC3CC(CC(C3)C1)C2 (configuration not stated)	-1.8%	0.0%	8.7%	-11.8%	0.5%	22.2%	17.2%	-1.2%	15.2%
O=[N+]([O-])c1ccc(NC(=S)N2CCN(c3ccc(F)cc3)CC2)cc1	16.1%	0.6%	3.4%	0.2%	-1.4%	2.5%	10.5%	2.0%	8.4%
COc1ccc(CCN2CC(C(=O)NCc3nc(C)c(C)s3)CCC2=O)cc1 (configuration not stated)	2.4%	0.1%	-3.2%	11.7%	-1.8%	7.1%	5.0%	0.8%	-4.9%

Overlap with the part before: 6 entries, followed by the next part.
SMILES	PhoP inhibition	K1F lysis inhibition	Dengue-2 NS5 capping	GPR35 arrestin U2OS	HIV peptide binding	SV40 large T antigen	MgcRacGAP inhibition	RSV antiviral HEp-2	GPR55 antagonists	others
O=[N+]([O-])c1cccc2c(Cl)ccnc12	-15.0%	0.0%	4.6%	5.6%	-0.5%	15.1%	6.2%	10.5%	6.0%
O=C(CN1CCCCC1)N/N=C/c1cc2ccccc2nc1Cl	2.5%	1.7%	-0.8%	-12.3%	-1.6%	23.3%	8.4%	-2.0%	1.1%
O=C(NCCC1=CCCCC1)c1ccc2c(c1)N(Cc1ccccc1)C(=O)CS2	6.9%	-0.1%	-0.8%	0.7%	1.4%	-0.6%	9.3%	8.9%	2.4%
CC(Sc1n[nH]c(N)n1)C(=O)C12CC3CC(CC(C3)C1)C2 (configuration not stated)	-1.8%	0.0%	8.7%	-11.8%	0.5%	22.2%	17.2%	-1.2%	15.2%
O=[N+]([O-])c1ccc(NC(=S)N2CCN(c3ccc(F)cc3)CC2)cc1	16.1%	0.6%	3.4%	0.2%	-1.4%	2.5%	10.5%	2.0%	8.4%
COc1ccc(CCN2CC(C(=O)NCc3nc(C)c(C)s3)CCC2=O)cc1 (configuration not stated)	2.4%	0.1%	-3.2%	11.7%	-1.8%	7.1%	5.0%	0.8%	-4.9%
CCOC(=O)C1CCCN(C(=O)c2cc3cc(OC)c(OC)cc3[nH]2)C1 (configuration not stated)	2.6%	1.4%[50 µM]	0.0%	-9.5%	1.8%	-0.8%	7.4%	2.2%	0.4%
CC(C)NC(=O)c1ccccc1NC(=O)CN(c1ccc2c(c1)OCO2)S(C)(=O)=O	6.0%	0.3%[50 µM]	-1.4%	-16.7%	0.5%	-0.9%	6.1%	-0.1%	2.7%
O=C(OC1CCCCC1=O)c1cccc(S(=O)(=O)NCc2ccccc2)c1 (configuration not stated)	-5.7%	-0.7%	-4.1%	-11.2%	1.9%	-0.2%	7.3%	-0.4%	18.3%
CC(=O)CCC1CC(c2ccc(Cl)cc2)=NO1 (configuration not stated)	-1.4%	0.4%	-8.0%	.	.	7.5%	5.5%	1.4%	.
O=C(NCc1ccccn1)c1n[nH]c2ccccc12	-0.2%	0.3%	-3.9%	-3.6%	1.8%	4.5%	5.4%	1.4%	-5.0%
O=C(CN1C(=O)CSC1=O)Nc1ccc(N2CCOCC2)cc1	6.0%	-0.1%	-3.9%	1.7%	0.4%	5.3%	4.0%	4.0%	2.7%
CC(=O)c1cccc(NC(=O)c2nc(-c3ccccc3)oc2C)c1	-4.8%	0.0%	-6.0%	10.6%	1.3%	4.6%	8.5%	-0.5%	6.5%
Cc1oc(-c2ccccc2)cc1C(=O)NC(Cc1c[nH]c2ccccc12)C(=O)O (configuration not stated)	-11.2%	-0.3%	1.4%	10.5%	17.9%	47.1%	1.4%	1.1%	3.3%
O=C(CN1C(=O)COc2ccc(Cl)cc21)N1CCc2ccccc21	0.8%	-0.3%	-2.4%	-15.0%	-2.2%	-0.3%	-4.2%	0.5%	9.8%
O=C(Cc1cccs1)Nc1nc2c(s1)CCCC2	43.2%	0.6%	-0.7%	4.4%	0.3%	6.9%	8.2%	10µM*	-6.0%	Dengue-2 NS5 capping pilot replicate=-5.2
O=C(CSCc1ccccc1Br)N/N=C/c1ccccc1C(=O)O	-3.6%	0.6%	-16.4%	-14.2%	-0.4%	-1.4%	1.9%	-1.8%	9.0%
COc1ccc(NC(=O)c2cc(S(=O)(=O)N3CCOCC3)ccc2N2CCOCC2)cc1	5.2%	-0.1%	-0.3%	-0.2%	-1.2%	26.5%	5.8%	1.1%	20.0%
Cc1ccc(NC(=O)C(C)N2CCCC2)cc1Cl (configuration not stated)	-2.1%	0.4%	-1.8%	-2.7%	0.7%	5.3%	13.2%	0.4%	5.1%
CCn1c(=O)cc(SCC(=O)N2CCN(C)CC2)c2ccccc21	4.0%	5.0%	3.7%	1.9%	4.1%	9.8%	1.3%	0.4%	14.0%
CC(C)n1c(SCc2ccc(Cl)cc2)nc2c1c(=O)[nH]c(=O)n2C	-4.1%	-0.1%	-2.7%	-7.5%	1.7%	-4.0%	-2.1%	3.6%	10.7%
CCOC(=O)c1nn(-c2ccc(Cl)cc2)c2nc(Nc3ccccc3)cc(=O)n12	-4.2%	1.0%	-5.6%	-5.6%	1.8%	5.2%	7.5%	12.2%	13.4%
O=C(N=C1SC2CS(=O)(=O)CC2N1c1ccccc1)C1CC1 (configuration not stated)	-5.2%	0.1%	2.6%	-3.3%	1.3%	8.8%	-10.6%	1.2%	7.8%
O=C(Nc1cccnc1)c1ccc(Cl)c(S(=O)(=O)N2CCOCC2)c1	0.4%	0.0%	-17.1%	-5.9%	0.1%	20.6%	6.4%	7.2%	2.9%
COCCNC(=O)C(c1ccc(C)cc1)N(CCOC)C(=O)CCC(=O)Nc1ccccn1 (configuration not stated)	0.0%	0.9%	-10.6%	-3.1%	-0.7%	1.4%	9.7%	1.4%	3.9%
COc1ccc(-c2nn(-c3ccccc3)cc2C=O)cc1[N+](=O)[O-]	-5.4%	-0.6%	-3.1%	-21.8%	18.8%	24.2%	-7.5%	2.0%	.
COc1cccc(CCNC(=O)c2cc(COc3c(F)cccc3F)on2)c1	0.4%	0.0%	-4.5%	42.4%	1.9%	9.1%	3.4%	5.1%	1.8%
CCCc1nc2c(ccc3ccccc32)cc1CC	4.3%	1.1%[50 µM]	-2.0%	-14.5%	-0.2%	8.3%	6.4%	1.2%	1.3%
CC(=O)Nc1nc2c(s1)C(=O)NCCC2	4.8%	0.7%	-4.7%	2.9%	-0.9%	9.9%	1.8%	0.4%	90.0%
CC(C)N(CCCNC(=O)Cn1c(=O)c2cccn2c2ccc(F)cc21)Cc1ccccc1	-1.7%	0.2%	-8.9%	7.9%	-0.3%	-5.3%	3.9%	-2.1%	-12.3%
O=C(COC(=O)CN=C1NS(=O)(=O)c2ccccc21)Nc1ccccc1OC(F)F	-2.7%	0.4%	-4.4%	-10.5%	-0.8%	0.6%	-8.4%	-0.1%	-1.6%
CC12CNCC(C)(CN(C(c3ccccc3)c3ccccc3)C1)C2	-12.5%	0.3%	2.2%	15.2%	-0.7%	12.9%	11.8%	-3.1%	5.62µM*
COc1cccc(C(=O)Nc2cc(C)c3c(=O)oc4ccccc4c3n2)c1	-5.5%	0.4%	-4.1%	-5.5%	7.2%	.	0.8%	1.8%	-12.5%
NC(=O)c1ncc(C(F)(F)F)cc1Cl	-9.2%	-1.4%	-2.3%	-10.6%	-0.7%	5.2%	1.9%	4.0%	-6.6%
CCN(C(=O)CSc1ccc2ccccc2c1)C1CCS(=O)(=O)C1 (configuration not stated)	8.2%	2.1%	-0.7%	-4.2%	3.0%	-4.5%	5.9%	2.5%	-5.4%
CCC(C)[C@H]1CN=C(N)N1CCc1cccc(F)c1 (some centres not stated)	6.6%	1.0%	-3.2%	.	.	-2.4%	7.2%	-0.2%	.
CCN1CCN(C(=O)c2ccc3c(c2)N(Cc2ccccc2)C(=O)c2ccccc2S3(=O)=O)CC1	.	4.0%	0.7%	2.2%	0.1%	5.7%	13.7%	-1.0%	10.3%
CCOc1cc(/C=C(\CC(=O)O)c2nc3ccccc3s2)ccc1OC	1.7%	0.2%	-2.3%	4.2%	3.9%	-10.8%	3.1%	-0.6%	0.5%
CCc1ccc(OCC(=O)Nc2ncc3c(n2)CC(C)(C)CC3=O)cc1	11.5%	-0.8%	0.8%	-11.1%	5.2%	5.5%	3.9%	0.2%	1.1%
Cc1ccc(-n2c(Cn3c(C)nc4ccccc43)n[nH]c2=S)cc1	10.6%	0.1%	-4.4%	1.1%	-3.2%	0.7%	2.5%	0.7%	6.8%
COc1ccc(Nc2nc(-c3sc(C)nc3C)cs2)cc1	-6.2%	1.0%	-0.8%	-0.1%	1.1%	6.5%	12.1%	-0.2%	17.7%
COc1ccc(CC(=O)Nc2ccncc2Cl)cc1	-4.2%	0.3%	-1.9%	10.1%	1.1%	2.9%	12.3%	0.6%	-0.5%
